Rad51 HR inh: human RAD51 strand exchange inhibitors, primary screen, biochemical, fluorescence. hRad51 DNA strand exchange, fluorescence dequenching. inhibition, % at 10 µM. hit rate 0.085% among 200,000. AID 1385, 2008;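 active means inhibition above 40% at the single screening dose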;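 further: 0% = DMSO control wells and 100% = blanks with heterologous ssDNA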
Target sequence (Q06609 whole entry, looked up): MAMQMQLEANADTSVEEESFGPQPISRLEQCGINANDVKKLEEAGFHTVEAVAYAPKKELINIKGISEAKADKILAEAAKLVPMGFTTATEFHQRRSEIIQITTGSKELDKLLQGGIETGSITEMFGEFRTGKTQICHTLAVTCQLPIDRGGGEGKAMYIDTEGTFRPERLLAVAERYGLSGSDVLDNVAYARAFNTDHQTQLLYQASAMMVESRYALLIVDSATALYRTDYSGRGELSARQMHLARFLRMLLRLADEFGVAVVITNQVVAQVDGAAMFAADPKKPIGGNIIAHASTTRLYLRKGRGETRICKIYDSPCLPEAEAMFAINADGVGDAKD
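System: human Rad51 nucleoprotein filaments preassembled on unlabelled ssDNA. Reagent: labelled 47-mer dsDNA for strand exchange. Schedule: 30-min compound preincubation and 15-min exchange, both room temperature. Measured by: FRET fluorescence dequenching, excitation 485 nm, emission 520 nm. Read-out: Fluorescence-based percent inhibition, control- and blank-normalised. Benchmarks: plate controls and plate blanks.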
p47phox inh: p47phox/p22phox peptide binding inhibitors, primary screen, biochemical, uHTS, NADPH oxidase regulatory subunit | AID 1274, 2008 | hit rate 0.53% among 220,000 | inhibition, % at 24.7 µM | fluorescence polarization, 2 h;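 further: 0% = p47phox with labelled peptide and 100% = labelled peptide alone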
hK5 inh: human KLK5 protease inhibitors, primary screen, biochemical, 1536-well. recombinant hK5, fluorogenic AMC substrate cleavage. inhibition, % at 5 µM. hit rate 0.59% among 210,000. AID 873, 2007;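 active means inhibition of 40% or more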;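 further: 0% = enzyme controls without compound and 100% = no-enzyme blanks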
Target sequence (Q9Y337 67-293 limits assumed): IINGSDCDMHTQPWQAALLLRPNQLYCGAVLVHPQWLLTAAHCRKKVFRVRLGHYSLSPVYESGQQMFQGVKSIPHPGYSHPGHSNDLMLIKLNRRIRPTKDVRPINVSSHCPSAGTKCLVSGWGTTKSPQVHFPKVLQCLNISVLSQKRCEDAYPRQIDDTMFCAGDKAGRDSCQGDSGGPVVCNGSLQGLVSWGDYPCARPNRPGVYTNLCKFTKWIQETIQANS
Furin inh: human furin inhibitors, primary screen, biochemical, fluorescence intensity. inhibition, % at 30 µM. P09958. purified furin, fluorogenic substrate cleavage. hit rate 0.061% among 220,000. AID 463115, 2010; in the data active means inhibition above about 25%; further: inactives centre near -15
Thrombin inh: human alpha-thrombin inhibitors, primary screen, counter-screen for coagulation protease inhibitor project, biochemical, 1536-well, fluorogenic AMC substrate | Boc-VPR-AMC fluorogenic substrate cleavage | hit rate 0.26% among 220,000 | inhibition, % at 5 µM | Prothrombin (Homo sapiens), P00734;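 active means inhibition at or above 40%; inactive means inhibition below 40%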;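 further: 0% = enzyme with no compound and 100% = wells without enzyme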
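Test system: human alpha-thrombin; medium: pH 7.5 Tris-saline with Tween 20; times: reaction at room temperature; signal: AMC fluorescence at 355 nm excitation and 460 nm emission; also added: Boc-VPR-AMC substrate, 15 µM final; dosing: one concentration per compound, 5 µM, with 0.2% DMSO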
eIF4E 4G PPI: eIF4E–eIF4G protein interaction inhibitors, primary screen, biochemical, uHTS, TR-FRET, eIF4GI fragment. hit rate 0.37% among 220,000. TR-FRET eIF4E-eIF4GI(517-606) binding, 2 h. inhibition, % at 21.7 µM. Eukaryotic translation initiation factor 4E (Mus musculus) + Eukaryotic translation …;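 further: 0% = full FRET control wells and 100% = background wells lacking eIF4GI fragment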
EBV gp42 inh: Epstein-Barr virus gp42 inhibitors, primary screen, biochemical, uHTS, fluorescence polarization. Glycoprotein 42 (Epstein-Barr virus (strain AG876)), Q1HVG2. Fluorescence polarization binding assay, mP read-out. inhibition, % (tested at 21.74 µM). hit rate 0.42% among 220,000; in the data active means inhibition above about 50%
Target sequence (Q1HVG2 whole entry, looked up): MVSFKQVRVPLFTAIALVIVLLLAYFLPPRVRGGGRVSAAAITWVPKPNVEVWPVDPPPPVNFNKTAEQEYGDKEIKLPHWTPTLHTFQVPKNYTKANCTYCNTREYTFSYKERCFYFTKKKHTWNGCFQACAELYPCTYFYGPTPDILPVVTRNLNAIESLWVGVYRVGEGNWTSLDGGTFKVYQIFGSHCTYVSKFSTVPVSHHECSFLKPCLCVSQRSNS
14-3-3 Bad inh: inhibitors of 14-3-3 zeta/Bad binding, primary screen, biochemical, TR-FRET, bovine 14-3-3 zeta; TR-FRET 14-3-3zeta/Dy647-pBad peptide displacement, 1 h; hit rate 0.71% among 220,000; 14-3-3 protein zeta/delta (Bos taurus), P63103; inhibition, % at 21.7 µM;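 active means inhibition above about 70%, limit read from the data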;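 further: 0% = full 14-3-3 plus peptide FRET controls and 100% = background without 14-3-3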
Target sequence (P63103 whole entry, looked up): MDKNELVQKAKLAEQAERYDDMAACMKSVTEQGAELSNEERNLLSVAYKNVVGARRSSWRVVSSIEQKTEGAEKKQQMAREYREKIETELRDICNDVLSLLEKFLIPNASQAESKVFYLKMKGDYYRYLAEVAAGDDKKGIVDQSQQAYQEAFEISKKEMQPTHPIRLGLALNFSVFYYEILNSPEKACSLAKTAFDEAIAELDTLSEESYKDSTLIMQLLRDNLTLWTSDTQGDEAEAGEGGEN
Cl transport mod: KCC2 cotransporter modulators, thallium flux, primary screen, cell-based, HEK293 KCC2, FluoZin-2 fluorescence, MLSMR | Solute carrier family 12 member 5 (Homo sapiens), Q9H2X9 | KCC2 cells, thallium flux FluoZin-2 fluorescence | B-score of Tl+ flux slope (higher = more flux/activation; lower = inhibition) at 10 µM | hit rate 2.2% among 190,000;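 active means thallium flux slope and its plate-corrected score both differing from the plate sample mean at a set confidence after two filtering rounds, in either direction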;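 further: slope of fluorescence scaled to starting intensity during 10 to 20 s after thallium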
The depositor's hits bear a star; x = no result given; [ ] = dose if it differs, or a comment.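 How the source made its calls, unless noted: active means inhibition above about 30% (limit read from the data); inactive means the rest.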 An unsorted share of the library; about 4.7% have a hit in one of these screens.

SMILES	Rad51 HR inh	p47phox inh	hK5 inh	Furin inh	Thrombin inh	eIF4E 4G PPI	EBV gp42 inh	14-3-3 Bad inh	Cl transport mod
CCc1nnc(NC(=O)c2ccc(S(=O)(=O)N(CC(C)C)CC(C)C)cc2)o1	4	3	-6	-11[20 µM]	-8	1	-26	14	5.1*
COc1ccccc1NC(=O)Nc1cc(C(C)(C)C)nn1C	21	-7	-3	-11	-1	2	-13	-2	1.7
O=S(=O)(Nc1nc2ccccc2[nH]1)c1ccc(Cl)cc1	-10	-4	-8	-24	1	4	2	-7	-0.028
COc1ccc(OC)c(S(=O)(=O)N2CCC(C(=O)NC(C)c3ccccc3)CC2)c1 (stereo not drawn)	5	-1	-5	-15	-3	19	-20	0	-2.5
NC1=NC[C@H](Cc2ccc(O)cc2)N1CCCCC1CCCCC1	0	-6	-1	-28	-4	-2	1	-3	-0.26
Cc1nc(P(=O)(c2ccccc2)c2ccccc2)c(N2CCOCC2)o1	-6	-4	-22	-17	-5	-9	-9	-1	1.2
CCCOc1ccc(N2CC(C(=O)Nc3ccc4c(c3)OCO4)CC2=O)cc1 (stereo not drawn)	-1	6	7	-8	38	-3	2	-4[fluorescence artefact?]	0.11
C=CCn1c(CCn2c3ccccc3c3ccccc32)n[nH]c1=S	5	-7	-18	-3	-7	-9[fluorescence artefact?]	19	-28	1.2
CC(NC(=O)/C(C#N)=C1\N=C(NC(=O)c2ccco2)c2ccccc21)c1ccccc1 (stereo not drawn)	-30	-63	-9	3	-1	-1	-9	-13	0.02
COc1ccc(-c2nc(CSCC(=O)NCc3ccco3)c(C)o2)cc1	-29	-16	-51	-22	5	4	-17	-6	x
Cc1ccc(NC(=O)COC(=O)c2cc(C)nc3ccccc23)c([N+](=O)[O-])c1	0	15	15	-6	-11	-9	0	-6[fluorescence artefact?]	-0.45
CN1C(=O)CC(N2CCN(C(=O)CN3CCCC3)CC2)C1=O (stereo not drawn)	1	-4	0	-16	-5	-14	4	3[fluorescence artefact?]	0.99
COc1cccc(-n2c(SC)nnc2-c2c[nH]c3ccccc23)c1	-1	-20	-24	-20	-9	-4	-25	-10	x
Cc1occc1C(=O)NNC(=O)Nc1ccc(Cl)c(Cl)c1	x	-11	-20	-22	2	-1[fluorescence artefact?]	-16	0	-1.3
CCNC(=S)N1CCNC(=O)C1CC(=O)OC (stereo not drawn)	3	-13	-5	-9	-6	-9	-28	6	0.26
CCOCCCNC(=O)C(c1ccc(OC)cc1)N(Cc1ccc2c(c1)OCO2)C(=O)c1ccccc1O (stereo not drawn)	x	5	x	-13	-9	-2	1	2	-0.2
Cc1cccc(NC(=O)c2nc[nH]c2C(=O)N[C@@H](Cc2ccccc2)C(=O)OC(C)(C)C)c1	-7	-5	-2	-39	0	-6	-4	-13	0.061
Cc1ccc(-c2nc3ncccn3c2Nc2ccc3c(c2)OCCO3)cc1	-7	-7	-11	-21[20 µM]	4	3	-14	-11	0.57
CN(C)C(CNC(=O)c1ccc(S(=O)(=O)NCc2ccco2)cc1)c1ccccc1 (stereo not drawn)	4	6	-20	-14	-6	-2	-10	-15	0.05
COc1ccc(C2=NO[C@@H]3C(=O)N(c4ccc5c(c4)OCCO5)C(=O)[C@H]23)cc1OC	3	-12	0	-21[20 µM]	-9	1	-6	-4	-1.2

The closing 5 compounds of the part above open the next one.
SMILES	Rad51 HR inh	p47phox inh	hK5 inh	Furin inh	Thrombin inh	eIF4E 4G PPI	EBV gp42 inh	14-3-3 Bad inh	Cl transport mod
CCOCCCNC(=O)C(c1ccc(OC)cc1)N(Cc1ccc2c(c1)OCO2)C(=O)c1ccccc1O (stereo not drawn)	x	5	x	-13	-9	-2	1	2	-0.2
Cc1cccc(NC(=O)c2nc[nH]c2C(=O)N[C@@H](Cc2ccccc2)C(=O)OC(C)(C)C)c1	-7	-5	-2	-39	0	-6	-4	-13	0.061
Cc1ccc(-c2nc3ncccn3c2Nc2ccc3c(c2)OCCO3)cc1	-7	-7	-11	-21[20 µM]	4	3	-14	-11	0.57
CN(C)C(CNC(=O)c1ccc(S(=O)(=O)NCc2ccco2)cc1)c1ccccc1 (stereo not drawn)	4	6	-20	-14	-6	-2	-10	-15	0.05
COc1ccc(C2=NO[C@@H]3C(=O)N(c4ccc5c(c4)OCCO5)C(=O)[C@H]23)cc1OC	3	-12	0	-21[20 µM]	-9	1	-6	-4	-1.2
O=C(COc1ncnc2ccccc12)NCCC1=CCCCC1	0	-5	9	-16	-5	2	8	4	-0.7
Cn1c(SCCCC(=O)c2ccc(Br)cc2)nnc1-c1ccncc1	x	0	-8	-12[20 µM]	2	4[fluorescence artefact?]	-17	4	0.026
CCN(CC)c1ccc(NC(=O)c2cc3ccccc3o2)c(C)c1	-1	-9	-18	-24[20 µM]	-11	-10[fluorescence artefact?]	-4	54	-3.8
CCc1ccc(-c2nc(SCC(=O)N3CCOCC3)n[nH]2)cc1	x	-5	6	-25	-1	-1	-18	-10	-1.8
C=CCCC(=O)Nc1ccc(Br)cn1	-2	-3	2	1	-3	0	-7	-8	x
COc1cc(CO)ccc1OCc1nnnn1-c1ccc(C)cc1	-7	-2	-8	-19	-7	1	-4	-2	-0.28
CCOC(=O)c1c(NC(=O)c2cccs2)sc(C)c1CC	-4	-40	18	-38	0	x	-3	x	x
COc1cc([N+](=O)[O-])ccc1NC(=O)CCCOc1ccc(C)cc1	3	-5	-2	-10[20 µM]	5	-7	-4	-1	-0.89
CCc1nc(NCCc2ccccn2)c2nnn(Cc3ccccc3F)c2n1	6	-10	2	-3	6	-8	-3	2	0.0088
Cc1ccc(NCc2ccccc2)cc1	0	-3	-3	2	4	-2	-6	-17	0.058
Cc1nn(-c2ccc(F)cc2)c(N)c1C1(O)C(=O)Nc2ccccc21 (stereo not drawn)	15	5	2	-13	4	1	5	-17	0.3
COc1ccc(-n2c(=O)[nH]c3cc(C(=O)NCCc4ccc(Cl)cc4)ccc3c2=O)cc1OC	-3	-9	-21	-6	4	-6	8	-5	0.35
O=C(COc1ccccc1)NNC1=NS(=O)(=O)c2ccccc21	16	4	14	-12	-2	1	-1	-4	-0.14
Cc1ccc(C(=O)CSc2nnc(COc3cc(C)cc(C)c3)o2)cc1	-8	-4	3	-8	-3	9	15	-9	x
CCN1CCN(C(=O)C2CCN(S(=O)(=O)c3cccc4cccnc34)CC2)CC1	-5	2	4	-4	-14	0	-4	-8	0.079
CC(C(=O)Nc1ccccc1Cl)c1ccc([N+](=O)[O-])cc1 (stereo not drawn)	32	-2	-4	-20	0	4	7	-6	0.2
CCOc1cc(C=O)ccc1OCCSc1ccc(C)cc1	-2	-4	-34	-18[20 µM]	2	1	3	-2	x
O=C(O)CC(CC(=O)O)(C(=O)O)c1ccccc1	x	-15	2	-21	-7	4	-19	-1	0.65
O=C(CNCC1(N2CCOCC2)CCCCC1)Nc1ccc(Cl)cc1	14	-4	7	-28	-4	1	-14	-9	1.6
Cc1ccc(C2C3=C(CCCC3=O)OC3=C2C(=O)CCC3)cc1	x	-46	-16	-22	-2	-2[fluorescence artefact?]	-3	2	-0.16

In a second layout: 3 of the compounds above
| SMILES | Rad51 HR inh | p47phox inh | hK5 inh | Furin inh | Thrombin inh | eIF4E 4G PPI | EBV gp42 inh | 14-3-3 Bad inh | Cl transport mod |
| --- | --- | --- | --- | --- | --- | --- | --- | --- | --- |
| Cn1c(SCCCC(=O)c2ccc(Br)cc2)nnc1-c1ccncc1 | x | 0 | -8 | -12[20 µM] | 2 | 4[fluorescence artefact?] | -17 | 4 | 0.026 |
| O=C(CNCC1(N2CCOCC2)CCCCC1)Nc1ccc(Cl)cc1 | 14 | -4 | 7 | -28 | -4 | 1 | -14 | -9 | 1.6 |
| CCN(CC)c1ccc(NC(=O)c2cc3ccccc3o2)c(C)c1 | -1 | -9 | -18 | -24[20 µM] | -11 | -10[fluorescence artefact?] | -4 | 54 | -3.8 |

Record cards, as listed above. Values in the order: Rad51 HR inh, p47phox inh, hK5 inh, Furin inh, Thrombin inh, eIF4E 4G PPI, EBV gp42 inh, 14-3-3 Bad inh, Cl transport mod
O=C(COc1ccccc1)NNC1=NS(=O)(=O)c2ccccc21 reads 16, 4, 14, -12, -2, 1, -1, -4, -0.14
O=S(=O)(Nc1nc2ccccc2[nH]1)c1ccc(Cl)cc1 reads -10, -4, -8, -24, 1, 4, 2, -7, -0.028

(list continues)
SMILES	Rad51 HR inh	p47phox inh	hK5 inh	Furin inh	Thrombin inh	eIF4E 4G PPI	EBV gp42 inh	14-3-3 Bad inh	Cl transport mod
COc1cc(NC(=O)c2cc(-c3cccs3)on2)cc(OC)c1OC	x	-18	11	-24	-5	-7	0	2	-0.62
Cc1nc2c(c(=O)n1CCC(C)C)c1nc3ccccc3nc1n2CC1CCCO1 (stereo not drawn)	-11	3	-3	-7	-5	-9	-8	4	0.35
O=C(O)CC(c1ccc(Cl)cc1)N1C(=O)CCC1=O (stereo not drawn)	5	-3	-9	-24	-14	-1	8	7	-0.81
Cc1nn2c(=O)cc(CSc3nc4ccccc4[nH]3)nc2s1	1	2	3	-30	4	1[fluorescence artefact?]	-13	1[fluorescence artefact?]	x
COc1ccc(C2=NO[C@@H]3C(=O)N(c4ccc(C)cc4C)C(=O)[C@H]23)cc1OC	-7	-6	-14	-23	-3	-5	-4	6[fluorescence artefact?]	-0.72
O=C(NNc1nc2cc3c(cc2s1)OCO3)c1ccccc1	x	0	-13	-5	1	6	-5	0[fluorescence artefact?]	-0.025
COc1ccc(S(=O)(=O)N(Cc2cc3ccc(OC)cc3[nH]c2=O)CC2COCCO2)cc1 (stereo not drawn)	11	1	-17	-21	2	x	-4	x	-0.012
CCOC(=O)N1CCN(c2cc(=O)n(-c3cccc(C)c3)c(=O)[nH]2)CC1	-4	-6	-2	-18	-13	0	1	-3	0.94
COc1ccc(Nc2nc(-c3ccc(OC)cc3)cs2)cc1	x	0	x	-10	-4	-2	-8	-7	-0.049
c1ccc(-c2ccc(CN3C[C@@H]4C(c5ccccc5)C5(c6ccccc6)CC4(C5)[C@H]3c3ccccc3)cc2)cc1 (stereo partly drawn)	13	-18	4	-18	4	1	-17	0	0.46
COc1cccc(Nc2nc(C)cc(C)c2C#N)c1	2	4	-6	-14[20 µM]	-2	-3	-16	-16[fluorescence artefact?]	0.24
COc1ccc(/C=N/NC(=O)C[n+]2ccccc2)c(OC)c1	-4	-5	-3	-23	-6	1	-14	-7	0.037
Cc1ccc(C(=O)c2c(NC(=O)c3ccncc3)sc3c2CCCC3)cc1	-6	-4	-1	-17[20 µM]	-9	-1	10	10	x

Assay outcomes deposited in PubChem BioAssay by several laboratories.
